# FLuc modulator – firefly luciferase modulation, counter-screen for miR-21 project; P08659; 360,000 tested, 6.9% active; purified FLuc, Km substrates, luminescence inhibition; Potency, µM (titrated, usually from 57.5 µM), without a hit: at the highest dose activity change, negative = inhibition, actives largely listed as inhibitors;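 also: plate controls were vehicle for no effect and reference inhibitor for full effect; nearly all actives have a fitted effect of over 55% in size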
#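 Biochemical qHTS of compounds, final roughly 60 µM downward over six points, against 10 nM purified firefly luciferase using Km concentrations of substrates (10 uM D-luciferin, 10 uM ATP) in Tris acetate pH 7.5 buffer; luminescence output.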
# Gal4-VP16 FLuc – inhibits Gal4-VP16 luciferase reporter, ROR gamma counter-screen | 310,000 tested, 3.5% active | Drosophila S2 Gal4-VP16 UAS-luciferase, luminescence, 20 h | AID 2546 | Potency, µM (series often up to 53.6 µM), without a hit: at the highest dose activity, negative = inhibition, most hits filed as inhibitors;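 also: Gal4-VP16 expression switched on by copper sulfate through the metallothionein promoter; % is scaled to controls: 0 for no effect and ±100 for the full control effect; nearly all actives have a fitted effect of over 50% in size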
# MBNL1-CUG inh – blocks human MBNL1 binding to CUG repeat RNA | Q9NR56 | TR-FRET MBNL1-His/biotin-(CUG)12 binding, 665/545 ratio | Potency, µM (doses to about 57.5 µM), inactives show at the top dose activity change, negative = inhibition, hits mostly inhibitors | 280,000 tested, 0.036% active | AID 2675; active = well fitted inhibition curve with a large enough effect in the signal ratio, with a control signal flat, not every such curve was filed as active; inconclusive = small, poorly fitted or top-dose-only effect, or effect the other way, or a change in a side signal; inactive = no such curve, though single readings can be large or run the other way; the % refers to the signal ratio; also: % is scaled to controls: 0 for no effect and ±100 for the full control effect
#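 Compound titration spanned 92 nM–58 uM against the MBNL1-His/biotin-(CUG)12 complex. After 60 min at room temperature with 5 nM streptavidin-XL665 and 0.055 ng/ul terbium anti-His, ratiometric 665/545 nm emission (Ex 340 nm) normalized to controls.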
# uPA surface inh – blocks generation of uPA at the cell surface; cell surface uPA generation assay, qHTS; Potency, µM (titrated, usually from 38.3 µM), without a hit: at the top dose activity change, negative = inhibition, actives largely listed as inhibitors; 330,000 tested, 0.31% active; active = well fitted inhibition curve with a large enough effect; inconclusive = small, poorly fitted or top-dose-only effect; inactive = no such curve, though single readings can be large or run the other way; tested in mouse RAW 264.7 cells; also: % is scaled to controls: 0 for no effect and ±100 for the full control effect; nearly all actives have a fitted effect of over 55% in size
# ELG1 genotoxic – induces genotoxicity in HEK293T cells with luciferase-tagged ELG1. HEK293T ELG1-luciferase reporter, luminescence, 16 h. Potency, µM (top dose mostly 46 µM), inactives show at the top dose activity change, positive = activation, usual class: activators. 330,000 tested, 1.3% active. AID 504466; also: % of control where 0% means no effect; nearly all actives have a fitted effect of over 60% in size
#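 Reporter readout depends on ELG1 protein level, which increases with genetic stress. After 16 hr compound exposure at 37 °C, luciferase activity was quantified using ONE-Glo.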
# p53 reactivator – re-activators of mutant p53 | H1299 p53-A138V BP100-luciferase reporter, luminescence, 24 h | AID 504706 | Potency, µM (top dose mostly 92.2 µM), without a hit: at the top dose activity change, positive = activation, actives largely listed as activators | 320,000 tested, 0.063% active; also: % of control where 0% means no effect; nearly all actives have a fitted effect of over 45% in size
#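 p53-null H1299 cells stably carrying temperature-sensitive p53-A138V and a BP100-luciferase reporter were pinned with compounds (4-point, 1:5 series) and held 24 hrs at 37 deg C. Luminescence was read 10 min after detection reagent.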
# Rab9 prom act – activators of Rab9 promoter; Potency, µM (series often up to 9.22 µM), without a hit: at the highest dose activation, negative = inhibition, most hits filed as activators; 320,000 tested, 2.8% active; AID 485297; Huh7 Rab9 promoter-luciferase reporter, luminescence, 24 h; also: % of control where 0% means no effect; nearly all actives have a fitted effect of over 60% in size
#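 Luminescence from Amplite-detected luciferase (10 minutes, ambient) reports Rab9 promoter activation. Before that, stable Rab9-luciferase Huh7 cells (1500/well, reduced-serum OP-MEM I plus 10% FBS) were exposed to compound for 24 hours at 37C.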
# BRCA1 expr up – BRCA1 expression activation; MCF7-BRCA1-FFLuc reporter, luminescence, 48 h; response scale: scaled: vehicle 0%, 10 µM genistein 100%; Potency, µM (series often up to 46.1 µM), for inactives: top-dose activation, actives largely listed as activators; 380,000 tested, 1.1% active; AID 624202; also: nearly all actives have a fitted effect of over 80% in size; some results filed as inactive show a strong effect at the top dose
#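 MCF7-BRCA1-FFLuc cells, 2000/well in phenol-red-free MEM, attached 2 h then treated 48 h at 37 C. Luciferase luminescence read 15 min after reagent; normalized to genistein maximum activation (10microM) and DMSO, concentration-response fitted.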
# RORg inh – inhibitors of mouse ROR gamma transcriptional activity. Drosophila S2 Gal4-RORgamma UAS-luciferase reporter, 20 h. Potency, µM (top dose mostly 53.6 µM), without a hit: top-dose activity change, negative = inhibition, hits mostly inhibitors. 310,000 tested, 5.4% active. AID 2551; also: % is scaled to controls: 0 for no effect and ±100 for the full control effect; nearly all actives have a fitted effect of over 60% in size
#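 A Gal4/UAS one-hybrid system in insect cells: metallothionein-promoter Gal4–ROR gamma fusion plus Photinus luciferase reporter. Copper sulfate 700 uM final, 20 hr ambient incubation, luminescent detection after 10 min with reagent.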
# NPC1 prom act – activators of NPC1 promoter; Huh7 NPC1 promoter luciferase reporter, 24 h; Potency, µM (series often up to 9.22 µM), for inactives: at the top dose activation, hits mostly activators; 320,000 tested, 2.4% active; AID 485313;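 also: % of control where 0% means no effect; nearly all actives have a fitted effect of over 60% in size; reporter is driven by a mutant NPC1 promoter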
#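 In 1536-well qHTS, Huh7 cells harboring an NPC1 promoter–luciferase construct received compound for 24 h; activation was quantified by luminescence following luciferase reagent addition.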
# Starred values were filed as active, the others as inactive; ? = inconclusive; . = no result given; & = joins results of further samples; [ ] = another dose, or the depositor's remark. Unless noted, calls follow the shape of the dose curve; as a rule, active = well fitted curve in the direction sought with a large enough effect; inconclusive = small, poorly fitted or top-dose-only effect, or another doubt; inactive = no such curve, though single readings can be large; an effect the other way counts as inactive or inconclusive. Potency is read from the fitted curve at half-maximal effect.
SMILES	FLuc modulator	Gal4-VP16 FLuc	MBNL1-CUG inh	uPA surface inh	ELG1 genotoxic	p53 reactivator	Rab9 prom act	BRCA1 expr up	RORg inh	NPC1 prom act
CCOC(=O)c1c(-c2ccc(OC)cc2)cn2ccccc12	-17%	-7%	2%	3%	2%	1%	-10%	-8%	22%	-3%
CCCCn1c(N)c(N(CCOC)C(=O)C2CCN(S(=O)(=O)c3ccc(F)cc3)CC2)c(=O)[nH]c1=O	1%	.	.	1%	0%	0%	1%	-2%	.	10%
Cc1cc(C)nc(NC(=O)CSc2nc3cc(Cl)ccc3s2)n1	?	21%	1%	7%	1%	5%	0%	-47%	28%	0%
Cc1cc(O)c(C2(O)C(=O)Nc3ccccc32)cc1C (stereo not drawn)	1%	3%	-11%	1%	0%	-5%	-2%	-2%	20%	2%
O=C(Nc1ccc2nsnc2c1)N1CCCCC1	?	4%	?	3%	?	24%	21%	?	29%	19%
Cc1cc(NC(=O)CSc2ccc3ccccc3c2)no1	1%	1%	5%	4%	-5%	5%	1%	-21%	2%	-4%
CC(=O)Nc1ccc(OC(=O)c2cccs2)cc1	?	3%	-3%	.	-1%	12%	0%	6%	19%	1%
COc1cccc(C(=O)N2CCCC(Nc3ccc(C)c(C)c3)C2)c1 (stereo not drawn)	-3%	-11%	-1%	1%	-3%	1%	3%	12%	27%	1%
CCCCC(=O)Oc1c(S(=O)(=O)c2ccccc2)c(C)nn1C(C)(C)C	-1%	2%	-2%	-11%	-16%	-2%	0%	-32%	20%	-5%
CC(C)c1ccc(N2C(=O)[C@@H]3Cc4ccccc4CN3C2=O)cc1	-9%	-4%	-8%	3%	-2%	12%	23%	-1%	?	11%
CCOc1ccc(NC(=O)C(CC)NC(=O)c2ccccc2CO)cc1 (stereo not drawn)	4%	-3%	8%	-7%	0%	-4%	0%	-4%	4%	-1%
Cc1ncc(CO)c(/C=N/NC(=O)c2ccoc2C)c1O	-12%	.	.	-3%	-3%	30%	-6%	-26%	.	-7%
CN(Cc1cc2ccccc2[nH]c1=O)S(=O)(=O)c1ccccc1	8%[2.3 µM]	13%	1%	-5%	-2%	11%	11%	25%	26%	0%
Cc1cccc(NC(=O)COc2ccc(-c3nn(C)c(=O)c4ccccc34)cc2)c1	-1%&-12%	-3%	5%	0%	2%	1%	0%	-13%&-26%	-6%	-3%
COC(=O)c1cccc(NC(=O)CN2CCC(NC(=O)c3cc(OC)c(OC)c(OC)c3)CC2)c1	2%	-11%	-6%	7%	-12%	-14%	-1%	-20%	-27%	-3%
COc1cc2c(cc1OC)C(c1ccccc1[N+](=O)[O-])N(C(C)=O)CC2 (stereo not drawn)	-3%	-12%	0%	-5%	11%	6%	0%	-34%	-2%	0%
Cc1nc(N(C)C)c2sc(=S)n(C)c2n1	7%	-3%	-23%	11%	1%	2%	-9%	0%	-16%	0%
CC1(C)CC2CC(C)(CN2C(=O)COC(=O)c2ccc(Cl)cc2N)C1 (stereo not drawn)	-1%	2%	10%	-2%	-4%	1%	14%	-13%	0%	1%
O=C(CCNC(=O)c1ccccc1)OCC(=O)c1ccccc1	-13%	-16%	-7%	4%	-2%	7%	?	0%	4%	3%
O=C(CCCC(=O)OCC(F)(F)C(F)F)Nc1ccccc1F	2%	3%	-1%	-3%	-1%	5%	1%	42%	15%	-1%

# Taken from the listing (two entries):
SMILES	FLuc modulator	Gal4-VP16 FLuc	MBNL1-CUG inh	uPA surface inh	ELG1 genotoxic	p53 reactivator	Rab9 prom act	BRCA1 expr up	RORg inh	NPC1 prom act
Cc1cc(C)nc(NC(=O)CSc2nc3cc(Cl)ccc3s2)n1	?	21%	1%	7%	1%	5%	0%	-47%	28%	0%
Cc1cc(O)c(C2(O)C(=O)Nc3ccccc32)cc1C (stereo not drawn)	1%	3%	-11%	1%	0%	-5%	-2%	-2%	20%	2%

# Next compounds
SMILES	FLuc modulator	Gal4-VP16 FLuc	MBNL1-CUG inh	uPA surface inh	ELG1 genotoxic	p53 reactivator	Rab9 prom act	BRCA1 expr up	RORg inh	NPC1 prom act
NS(=O)(=O)c1ccc(CCNC(=O)[C@@H]2CCCN2S(=O)(=O)c2ccccc2F)cc1	1%	-7%	-7%	.	-1%	0%	0%	-1%	-4%	8%
CSc1nc(N2CCOCC2)nc2ccc(C)cc12	?	.	.	-6%	11%	10%	-2%	-5%	.	-2%
O=c1ccc2cc(O)c(O)cc2o1	0%	-17%	45%[activator]	?	4%	8%	-6%	10%	-19%	-6%
O=C(Nc1ccc(-n2cccc2)cc1)C1CC1	?	16%	-2%	2%	1%	2%	4%	60%	25%	-1%
CCCCCc1c(C)nc(N2CCc3ccccc32)[nH]c1=O	2%	-11%	-1%	1%	0%	-12%	-5%	-25%	?	0%
O=C(O)CNC(=O)C1CCCN1C(=O)CNC(=O)OCc1ccccc1 (stereo not drawn)	0%	1%	0%	8%	1%	-3%	-5%	0%	0%	0%
O=C(Nc1ccc(C(=O)N2CCCCC2)cc1)c1ccc([N+](=O)[O-])cc1	-7%	15%	12%	0%	-8%	1%	0%	-16%	4%	-3%
COc1ccc(CCn2c(C)nc3ccccc3c2=O)cc1OC	3%	2%	0%	22%	-8%	5%	-4%	8%	22%	-3%
COc1ccc(Cn2nnnc2C(c2ccccc2Cl)N2CCN(C)CC2)cc1 (stereo not drawn)	-1%	0%	-3%	-4%	3%	-7%	0%	-3%	-11%	-1%
O=C(O)C1CCCCC1C(=O)Nc1nc(-c2cccs2)cs1 (stereo not drawn)	-18%	26%	11%	3%	-2%	12%	0%	1%	39%	1%
Cc1ccc(C(=O)NN2CC(O)=C(c3nc(-c4cccc([N+](=O)[O-])c4)cs3)C2=N)cc1	-2%	-21%	10%	2%	?	15%	-1%	7%	-16%	-2%
COc1cc2[nH]c3c(=O)n4c(nc3c2cc1OC)SCCC4	?	?	-9%	-15%	-2%	22%	?	84%	-2%	18%
CN1CCN(C(=O)C2=C[C@H](c3coc4ccccc4c3=O)C[C@H](OCc3ccc(CO)cc3)O2)CC1	-1%	2%	-8%	9%	3%	-2%	2%	0%	3%	-4%
CC(C)(C)C(=O)Nc1ccc2c(c1)-c1cc(NC(=O)C(C)(C)C)ccc1C2	-11%	3%	0%	0%	4%	5%	7%	28%	3%	-3%
O=C(COC(=O)/C=C/c1ccco1)NC1CCCCC1	0%	.	.	-3%	-1%	4%	-6%	-17%	.	-1%
O=C(C1CCN(c2nnc(-n3cccc3)s2)CC1)N1CCc2ccccc2C1	2%	?	12%	-8%	1%	-11%	0%	-9%	?	-2%
CCOc1nc(-c2ccc(OC)cc2)ccc1-c1noc(-c2cc(OC)c(OC)c(OC)c2)n1	0%	-19%	198%[activator]	1%	-1%	11%	-10%	-26%	4%	-2%
CCN(CC)C(=O)CSc1nnc2sc3ccccc3n12	1%	9%	0%	.	1%	?	-3%	17%	13%	-2%
CC(=O)Nc1ccc(Nc2nc(C)c([N+](=O)[O-])c(Nc3ccccc3)n2)cc1	5%	13µM*	.	-12%	-16%	-3%	-16%	-75%	?	-6%
CCOC(=O)c1c(-c2ccc(OC)cc2)csc1NC(=O)CSc1nnc(C)c(=O)[nH]1	?	-2%	3%	3%	-4%	1%	11%	-13%	-5%	-5%
CC1CC(C)CN(C(=O)c2cc3cc(Br)cc(Br)c3o2)C1 (stereo not drawn)	17µM*	0%	-2%	.	?	12%	17%	?	15%	15%
Cc1nnc(SCC(=O)N2CC(=O)Nc3ccccc32)n1-c1ccccc1	2%	-10%	-3%	3%	-2%	1%	?	-14%	0%	-1%
COc1ccc(NC(=O)CSc2nc3ccccc3n2-c2ccccc2)c([N+](=O)[O-])c1	-1%	?	.	15%	0%	-9%	-8%	-28%	-15%	-4%
CCOc1ccc(N2C(=O)CC(N3CCN(c4ccc(F)cc4)CC3)C2=O)cc1 (stereo not drawn)	9%	-2%	4%	6%	-3%	.	-4%	-5%	-1%	?
O=[N+]([O-])c1cc(/C=N/O)ccc1SCc1ccccc1Cl	?	-9%	-1%	.	1%	-1%	0%	-17%	-11%	-3%
CCCCOc1ccc(C(O)(CCC)CCN2CCOCC2)cc1 (stereo not drawn)	0%	-18%	-9%[11.5 µM]	1%	6%	-12%	-5%	-21%	?	-11%
COc1ccc(C(=O)c2sc(Nc3cccc(OC)c3)c(C(=O)Nc3cccc(C)c3C)c2N)cc1	4%	4%	5%	-10%	3%	2%	-5%	-64%	22%	-1%
Cc1ccccc1C(=O)NNC(=O)CSc1nc2ccccc2c(=O)[nH]1	-16%	5%	13%	2%	0%	-4%	0%	-19%	-3%	-1%
Cc1ccc(C)c(S(=O)(=O)N2CCN(C(=O)CCNS(=O)(=O)c3ccc(C)c(C)c3)CC2)c1	0%	.	.	-5%	-4%	-2%	-3%	-45%	.	-1%
COC(=O)Cn1c(=NC(=O)c2cccc(OC)c2)sc2cc(OC)ccc21	3µM*	-4%	18%	-2%	-1%	9%	11%	10µM*	-10%	12%
CCOC(=O)C1=C(c2ccc(OC)cc2)OC(N)=C(C#N)C1c1cccnc1 (stereo not drawn)	-3%	?	18%	1%	0%	4%	7%	-43%	32%	8%
